BAZ2B inh = qHTS Assay for Inhibitors of BAZ2B; AlphaScreen BAZ2B-H3K14Ac peptide displacement; Bromodomain adjacent to zinc finger domain protein 2B (Homo sapiens), Q9UIF8; actives 4.4% (n = 360,000); Potency, µM (titrated, usually from 114 µM), inactives show at the top dose activity change, negative = inhibition, usual class: inhibitors; also: % is scaled to controls: 0 for no effect and ±100 for the full control effect; nearly all actives have a fitted effect of over 60% in size
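Multi-concentration screen (max 110 uM) measuring displacement of acetylated histone H3 peptide from BAZ2B by AlphaScreen, using 50 nM protein, 50 nM peptide and 10 ug/mL streptavidin donor plus Ni-chelate acceptor beads.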
APE1 inh = qHTS Assay for Inhibitors of the Human Apurinic/apyrimidinic Endonuclease 1 (APE1); recombinant APE1, TAMRA/BHQ-2 abasic DNA cleavage fluorescence; Potency, µM (highest dose often 65.8 µM), without a hit: at the highest dose activity change, negative = inhibition, actives largely listed as inhibitors; AID 2517, 2012; actives 0.35% (n = 350,000);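 also: plate controls were vehicle for no effect and reference inhibitor for full effect; nearly all actives have a fitted effect of over 55% in size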
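APE1 at 0.75 nM final was preincubated with compound 15 min at room temperature, then 50 nM double-stranded THF abasic-site substrate (5'-TAMRA/3'-BHQ-2) was added. Fluorescence (ex 525/em 598 nm) was read kinetically; third-minus-first read gave activity.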
Pol eta inh = qHTS for Inhibitors of Polymerase Eta | DNA polymerase eta (Homo sapiens), Q9Y253 | recombinant Pol eta, fluorescent DNA replication assay | Potency, µM (titrated, usually from 114 µM), for inactives: top-dose activity change, negative = inhibition, actives largely listed as inhibitors | actives 1.2% (n = 390,000); also: % is scaled to controls: 0 for no effect and ±100 for the full control effect
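Fluorescent replication assay: 50 nM final substrate added after a 15 min room-temperature compound preincubation with 10 nM enzyme. Signal taken at 0 min and again at 10 min.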
Pol iota inh = qHTS for Inhibitors of Polymerase Iota; Pol iota fluorescent replication assay, 10 min; Potency, µM (doses to about 115 µM), without a hit: top-dose activity, negative = inhibition, most hits filed as inhibitors; actives 1% (n = 390,000); AID 588590, 2011
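Pol iota at 10 nM preincubated 15 min with compounds at room temperature; reaction started with fluorescent substrate, 50 nM final. Fluorescence read kinetically at 0 and 10 min; buffer-only wells as negative control.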
BLM helicase inh = qHTS Assay for Inhibitors of Bloom's syndrome helicase (BLM). recombinant BLM DNA unwinding, fluorescence dequenching. Potency, µM (top dose mostly 56.1 µM), for the others: top-dose activity change, negative = inhibition, usual class: inhibitors. actives 0.2% (n = 350,000). AID 2528, 2010;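 also: plate controls were vehicle for no effect and no enzyme for full effect; nearly all actives have a fitted effect of over 35% in size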
Target sequence (P54132 whole entry, looked up): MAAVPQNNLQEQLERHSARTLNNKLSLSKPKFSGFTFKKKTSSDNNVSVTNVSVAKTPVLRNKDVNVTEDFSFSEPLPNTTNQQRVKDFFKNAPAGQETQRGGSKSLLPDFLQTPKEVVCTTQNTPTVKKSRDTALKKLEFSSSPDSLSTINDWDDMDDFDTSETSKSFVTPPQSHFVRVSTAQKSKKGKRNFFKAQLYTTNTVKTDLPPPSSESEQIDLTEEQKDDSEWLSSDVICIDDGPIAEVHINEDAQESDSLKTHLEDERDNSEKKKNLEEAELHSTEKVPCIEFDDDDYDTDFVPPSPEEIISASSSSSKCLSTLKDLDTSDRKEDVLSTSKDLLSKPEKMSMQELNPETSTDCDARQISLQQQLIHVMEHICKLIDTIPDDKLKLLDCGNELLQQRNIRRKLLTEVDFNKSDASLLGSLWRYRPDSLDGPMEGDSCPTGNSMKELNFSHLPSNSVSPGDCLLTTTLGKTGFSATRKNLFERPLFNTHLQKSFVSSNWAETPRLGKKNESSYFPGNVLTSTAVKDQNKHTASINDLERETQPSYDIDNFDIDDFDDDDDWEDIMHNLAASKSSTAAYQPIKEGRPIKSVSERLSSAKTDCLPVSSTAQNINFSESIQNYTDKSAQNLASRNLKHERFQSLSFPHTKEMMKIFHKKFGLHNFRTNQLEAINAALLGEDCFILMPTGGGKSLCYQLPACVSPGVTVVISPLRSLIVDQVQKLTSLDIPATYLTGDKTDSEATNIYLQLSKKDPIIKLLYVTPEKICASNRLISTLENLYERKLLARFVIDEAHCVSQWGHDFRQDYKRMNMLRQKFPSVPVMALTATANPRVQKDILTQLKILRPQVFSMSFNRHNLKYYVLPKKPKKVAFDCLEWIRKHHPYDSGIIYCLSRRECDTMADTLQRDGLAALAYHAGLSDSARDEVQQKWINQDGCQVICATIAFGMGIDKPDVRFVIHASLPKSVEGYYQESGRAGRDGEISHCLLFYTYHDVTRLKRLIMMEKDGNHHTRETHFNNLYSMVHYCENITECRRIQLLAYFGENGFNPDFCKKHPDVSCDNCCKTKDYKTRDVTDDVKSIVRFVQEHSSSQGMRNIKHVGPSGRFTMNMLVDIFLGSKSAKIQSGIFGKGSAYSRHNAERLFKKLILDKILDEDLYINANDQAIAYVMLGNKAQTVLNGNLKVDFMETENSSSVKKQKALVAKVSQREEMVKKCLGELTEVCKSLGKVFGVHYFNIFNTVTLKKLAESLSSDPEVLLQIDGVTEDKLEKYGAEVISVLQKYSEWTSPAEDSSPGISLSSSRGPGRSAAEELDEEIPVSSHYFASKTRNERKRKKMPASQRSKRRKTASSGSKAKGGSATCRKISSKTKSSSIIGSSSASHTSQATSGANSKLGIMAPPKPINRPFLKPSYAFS
POLK inh = qHTS for Inhibitors of Polymerase Kappa. purified Pol kappa, fluorescent DNA synthesis assay, 10 min. Potency, µM (highest dose often 107 µM), for inactives: at the highest dose activity, negative = inhibition, usual class: inhibitors. actives 0.53% (n = 400,000). AID 588579, 2011; also: % is scaled to controls: 0 for no effect and ±100 for the full control effect
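First, compounds were pin-transferred onto 10 nM Pol kappa. After 15 min at room temperature, substrate was added to 50 nM final. Fluorescence was then measured kinetically at 0 and 10 min.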
Apoferritin bind = qHTS Assay for Identification of Novel General Anesthetics; apoferritin/1-aminoanthracene competitive binding, fluorescence; actives 0.074% (n = 350,000); Potency, µM (top dose mostly 77.5 µM), inactives show at the highest dose activity change, negative = displacement, usual class: inhibitors; also: % is scaled to controls: 0 for no effect and ±100 for the full control effect; nearly all actives have a fitted effect of over 20% in size
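10 uM apoferritin + 50% sat. 1-AMA, PBS; cpd 10 min RT; Ex380/Em535 endpoint; normalized to free probe vs complex; 4-param Hill fit; propofol titration as pos. ctrl.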
Pol beta inh = qHTS Assay for Inhibitors of DNA Polymerase Beta; actives 1.3% (n = 340,000); P06746; Potency, µM (top dose mostly 114 µM), without a hit: top-dose activity change, negative = inhibition, most hits filed as inhibitors; Pol beta primer extension/strand displacement, fluorescence kinetic; also: % is scaled to controls: 0 for no effect and ±100 for the full control effect
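Kinetic readout of DNA synthesis with strand displacement by Pol beta. Compound and 10 nM enzyme sit 15 min at room temperature; 50 nM substrate starts the reaction, read immediately and at 10 min.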
G9a block = qHTS Assay for Inhibitors of Histone Lysine Methyltransferase G9a; Potency, µM (series often up to 102 µM), without a hit: top-dose activity, negative = inhibition, most hits filed as inhibitors; Histone-lysine N-methyltransferase EHMT2 (Homo sapiens), Q96KQ7; G9a H3K9 monomethylation, AlphaScreen, 2 h; actives 8.8% (n = 350,000); also: % is scaled to controls: 0 for no effect and ±100 for the full control effect; nearly all actives have a fitted effect of over 75% in size
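AlphaScreen detection with an anti-monomethyl H3K9 antibody quantified product after a 2 h room-temperature reaction containing 500 nM biotinylated H3K9 peptide, 20 µM SAM and 20 nM enzyme, which had been preincubated 15 min with compound.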
* marks the source's active call; other numbers are inactive results; ? = inconclusive; · = not tested or not shown; & = joins results of further samples; [ ] = dose if it differs, or a comment. Calls follow the shape of the dose curve; as a rule, active = well fitted curve in the direction sought with a large enough effect; inconclusive = small, poorly fitted or top-dose-only effect, or another doubt; inactive = no such curve, though single readings can be large; an effect the other way counts as inactive or inconclusive. Potency is read from the fitted curve at half-maximal effect. These rows are one share of the data (hit frequency here may not be typical).

Letter code: A = BAZ2B inh; B = APE1 inh; C = Pol eta inh; D = Pol iota inh; E = BLM helicase inh; F = POLK inh; G = Apoferritin bind; H = Pol beta inh; I = G9a block
> CCOC(=O)c1c(C)[nH]c(C)c1S(=O)(=O)N1CCN(c2ccc(Cl)cc2)CC1
  A = -39%	B = ·	C = -23%	D = -4%	E = -8%	F = -8%[60.1 µM]	G = -21%	H = -24%	I = ?
> CN(C)c1ccc(NC(=O)CSc2nnc(-c3ccco3)c(-c3ccco3)n2)cc1
  A = 25µM*	B = -18%	C = -6%	D = 51%[activator]	E = -8%	F = -11%	G = -9%	H = 3%	I = 25µM*
> O=C(N1CCN(c2ccccc2)CC1)C1(c2cccs2)CCOCC1
  A = -28%	B = 3%	C = -22%	D = 112%[activator]	E = -7%	F = -12%	G = 4%	H = 9%	I = 4%[59 µM]
> O=C(CCNS(=O)(=O)c1ccc(OC(F)(F)F)cc1)N1CCN(C/C=C/c2ccccc2)CC1
  A = -1%	B = 12%	C = ?	D = 8%	E = -10%	F = -9%	G = -8%	H = 18%	I = 72%
> O=C(O)CCCCCNS(=O)(=O)c1ccc2c3c(cccc13)C(=O)N2
  A = -36%	B = -36%	C = ?	D = ?	E = -3%	F = ?	G = 784%[activator]	H = 16µM*	I = 79µM*
> COc1ccc(/C=C/C(=O)N2CCC(c3nc4ccccc4o3)CC2)cc1OC
  A = -18%	B = ·	C = -15%	D = 12%	E = -4%	F = -1%	G = -9%	H = 4%	I = -7%[59 µM]
> CN(C)CCCN(C(=O)c1ccc(Br)s1)c1nc2cc3c(cc2s1)OCO3
  A = -37%	B = -8%	C = 24%	D = -5%	E = 37%[activator]	F = -11%	G = -16%	H = -3%	I = ?
> CCOc1ccccc1N(CC(=O)Nc1ccc(OC)c(Cl)c1)S(=O)(=O)c1ccccc1
  A = 0%	B = ·	C = -5%	D = -14%	E = 2%	F = -24%[60.1 µM]	G = 83%[activator]	H = 0%	I = -15%[59 µM]
> COc1cccc(NC(=O)N2CCC(NC(=O)C3CCCCC3)CC2)c1
  A = 0%	B = 23%	C = -15%	D = 8%	E = -2%	F = 5%	G = -7%	H = 18%	I = 16%
> COc1ccc(OC)c(C2C(C(=O)O)c3ccccc3C(=O)N2C)c1 (centres undefined)
  A = -3%	B = -6%	C = 1%	D = 18%	E = 1%	F = -3%	G = -8%	H = 13%	I = ?
> CCOc1ccccc1NC(=O)C1CCC(CNS(=O)(=O)c2ccc3c(c2)CCCC(=O)N3)CC1 (centres undefined)
  A = -2%	B = ·	C = -17%	D = 16%	E = -6%	F = -4%	G = -6%	H = -4%	I = -1%[59 µM]
> CC1CCCC(C)N1S(=O)(=O)c1ccc(S(=O)(=O)N2CCOCC2)cc1 (centres undefined)
  A = -15%	B = 0%	C = -30%	D = 31%[activator]	E = 0%	F = 8%	G = -6%	H = 13%	I = 3%
> CNC(=O)c1ccsc1NC(=O)CS(=O)(=O)c1ccc(Cl)cc1
  A = -1%	B = 84%[activator]	C = -14%	D = 0%	E = -5%	F = 9%	G = -16%	H = 11%	I = -7%
> CN1C(=O)c2ccccc2Sc2ccc(NC(=O)COc3ccc(F)cc3)cc21
  A = -16%	B = ·	C = -12%	D = -8%	E = -8%	F = -3%[60.1 µM]	G = 6%	H = -6%	I = 5%[59 µM]
> O=C(CSc1nc2cc([N+](=O)[O-])ccc2n1-c1ccc(F)cc1)NC1CCS(=O)(=O)C1 (centres undefined)
  A = -29%	B = 1%	C = 0%	D = 45%[activator]	E = -7%	F = -3%	G = -14%	H = -17%	I = ?
> Cc1cc(C(=O)COC(=O)c2ccc[nH]c2=O)c(C)n1C
  A = ?	B = 13%	C = -17%	D = 19%	E = -3%	F = -4%	G = 2%	H = 4%	I = -48%[59 µM]
> O=C(Nc1nnc(CCc2ccccc2)s1)c1ccccc1
  A = -29%	B = 50%	C = -1%	D = -15%	E = -4%	F = -2%	G = -13%	H = 25%	I = 8%
> Cc1nc2ccccn2c1P(=O)(N1CCCCC1)N1CCCCC1
  A = -1%	B = -3%	C = 6%	D = 16%	E = -10%	F = -3%	G = 24%	H = -1%	I = 7%[59 µM]
> COc1cccc(NC(=O)COC(=O)c2c(F)cccc2Cl)c1
  A = -3%	B = 16%	C = -4%	D = 34%[activator]	E = -1%	F = -9%	G = -4%	H = 11%	I = 4%
> O=C(c1cc(-c2ccc(F)cc2)on1)N1CCN(c2ccc(F)cc2)CC1
  A = -1%&1%	B = 70%[activator][12.4 µM]	C = -11%&-15%	D = 146%&15%[activator]	E = -1%&-3%	F = 1%&-10%	G = 6%&-5%	H = 2%&1%	I = -1%&5%[59 µM]
> OCCNc1nc(N2CCOCC2)nc(N2CCOCC2)n1
  A = -2%	B = 21%	C = 0%	D = 144%[activator]	E = -2%	F = -6%	G = 0%	H = 42%	I = ·
> Cc1ccc(NS(=O)(=O)Cc2ccccc2)cc1Cl
  A = 9%	B = -2%	C = -2%	D = 84%[activator]	E = -7%	F = -16%	G = ?	H = -4%	I = ?
> COC(=O)c1ccc(C)c(NC(=O)CN(c2ccc3c(c2)OCO3)S(C)(=O)=O)c1
  A = 2%	B = -3%	C = -7%	D = 5%	E = -1%	F = -14%	G = -3%	H = -3%	I = -7%[59 µM]
> CCc1nc2ccc(Cc3ccc4nc(CC)[nH]c4c3)cc2[nH]1
  A = -14%	B = 34%	C = -16%	D = 6%	E = -1%	F = 2%	G = -11%	H = 14%	I = 45µM*
> Cc1cccc(C)c1NC(=S)NCCc1ccc(O)c(O)c1
  A = -25%	B = 2%	C = -20%	D = 110%[activator]	E = -5%	F = -3%	G = 1%	H = 0%	I = 25µM*

An excerpt from above, limited to BAZ2B inh.
compound	BAZ2B inh
O=C(CSc1nc2cc([N+](=O)[O-])ccc2n1-c1ccc(F)cc1)NC1CCS(=O)(=O)C1 (centres undefined)	-29%
Cc1cc(C(=O)COC(=O)c2ccc[nH]c2=O)c(C)n1C	?

More structures
Letter code: A = BAZ2B inh; B = APE1 inh; C = Pol eta inh; D = Pol iota inh; E = BLM helicase inh; F = POLK inh; G = Apoferritin bind; H = Pol beta inh; I = G9a block
> O=C(O)c1ccc(S(=O)(=O)N2CCC(NC(=O)C3CCCCC3)CC2)cc1
  A = 1%	B = 16%	C = -15%	D = 86%[activator]	E = -4%	F = 8%	G = -3%	H = 22%	I = -18%
> CCCCOc1ccc(Nc2nc(C)cc(C)c2C#N)cc1
  A = 30%	B = 0%	C = -11%	D = 25%	E = -15%	F = -5%	G = -7%	H = 8%	I = 14%[59 µM]
> COc1ccc(C2=C(C(C)=O)Sc3nnc(-c4ccc(C)cc4)n3N2C(C)=O)cc1OC
  A = -15%	B = ·	C = -3%	D = 34%	E = -12%	F = -2%[60.1 µM]	G = -1%	H = 0%	I = 3%[59 µM]
> O=C(NCCN1CCNCC1)c1ccccn1
  A = ?	B = -1%	C = -14%	D = ?	E = -9%	F = 9%	G = -7%	H = 13%	I = 45µM*
> Cc1ccc(C)c(N2C(=O)CC(Cc3ccc(Br)cc3)C2=O)c1 (centres undefined)
  A = 36%[activator]	B = 3%	C = -6%	D = 36%[activator]	E = -1%	F = -5%	G = 1%	H = 7%	I = 28%[0.501 µM]
> CCOc1ccccc1CN1CCNC(=O)C1CC(=O)NCCc1ccccn1 (centres undefined)
  A = -3%	B = 14%	C = -12%	D = 19%	E = -6%	F = -10%	G = -9%	H = 13%	I = ·
> CCOc1cc(S(=O)(=O)n2ccnc2)ccc1Br
  A = -29%	B = -1%	C = -21%	D = 5%	E = 0%	F = -1%	G = -2%	H = 0%	I = ?
> CCOc1ccc(/C=N/NC(=O)c2ccc(CSc3nc4ccccc4[nH]3)cc2)cc1
  A = -2%	B = -4%	C = 1%	D = 9%	E = 4%	F = 3%	G = -14%	H = 41%	I = 19%[59 µM]
> Cn1cnnc1SCC(=O)Nc1cccc(C(=O)O)c1
  A = -1%	B = -2%	C = 2%	D = -14%	E = 0%	F = -18%	G = 4%	H = -13%	I = -5%[59 µM]
> O=C(O)C(Cc1ccc2c(c1)oc1ccccc12)NCP(=O)(O)O (centres undefined)
  A = ·	B = -4%	C = ·	D = ·	E = -4%	F = 15%[60.1 µM]	G = 85%[activator]	H = ·	I = ·
> O=C(OCC(=O)N1CCC(Cc2ccccc2)CC1)c1cc(Cl)ccc1O
  A = 8%	B = -4%	C = -1%	D = 96%[activator]	E = ·	F = -5%	G = ·	H = ·	I = 9%[0.501 µM]
> Cc1cccc(OCCC(=O)N(C)CC(=O)Nc2cccc3ccccc23)c1
  A = 11%	B = 6%	C = -2%	D = -12%	E = 1%	F = -9%	G = 2%	H = 2%	I = 4%[59 µM]
> c1ccc2c(c1)nnn2Cc1nnc2sc(-c3ccncc3)nn12
  A = 2%	B = -4%	C = -7%	D = 11%	E = -2%	F = -5%	G = -7%	H = 2%	I = ?
> COc1cccc(CNC(=O)CCCN2C(=O)CCn3nc(-c4cccn4C)cc32)c1
  A = -35%	B = ·	C = -16%	D = 16%	E = 0%	F = -10%[60.1 µM]	G = 1%	H = 19%	I = -29%[59 µM]
> CNC(=O)NC(=O)CSc1nnc(-c2ccco2)n1-c1ccccc1
  A = 0%	B = -6%	C = -9%	D = 18%	E = 1%	F = 2%	G = -5%	H = 14%	I = ?
> CC(=O)Nc1ccc(NC(=O)Nc2cccc3ccccc23)cc1
  A = 1%	B = -13%	C = 10%	D = 25%	E = -4%	F = 0%	G = 0%	H = 65%	I = ·
> COc1ccc2c(c1)c1c(c(=O)n(-c3cccc(C)c3)c(=O)n1CC(=O)N1CCCC1)n2C
  A = ?	B = ·	C = -10%	D = -19%	E = -1%	F = 3%	G = 112%[activator]	H = 1%	I = ?

Bioassay records deposited in PubChem BioAssay by National Center for Advancing Translational Sciences (NCATS).
